ER stress rescue = rescue of cells from ER stress-induced death, primary screen, 384-well, CSM14.1, thapsigargin, ATP luminescence (AID 1222); CSM14.1 thapsigargin-induced death rescue, ATP luminescence; higher % means a stronger effect; 190,000 tested, under 10 active; cellular ATP content (survival), % at 20 µM; hits with a dose series show EC50 in µM;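 active = EC50 below 50 µM in the dose-response confirmation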;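 note: death triggered by thapsigargin at about 15 µM added after 2 h compound pretreatment; cell ATP read after overnight thapsigargin exposure of roughly 18 to 22 hours; normalized against plate controls of thapsigargin alone and 5% DMSO vehicle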
PhoP inhibition = inhibitors of PhoP regulon expression, primary screen, Salmonella Typhimurium, GFP reporter (AID 1863); S. Typhimurium PhoP-regulated promoter GFP reporter, 4 h; higher % means a stronger effect; inhibition, % at 50 µM; hits with a dose series show IC50 in µM; 0.16% of 300,000 active;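 active = inhibition over 29.93%, a cutoff 3 SD above the screen mean, later confirmed by dose response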;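 note: 0% = low Mg2+ inducing control and 100% = high Mg2+ repressing control; strong numbers were not always called active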
Autophagy HCS = autophagy modulators in MEF cells, primary screen, imaging, high-content, MEF GFP-LC3; MEF GFP-LC3 puncta imaging; test concentration mostly 10 µM; calls only at 10 µM (by protocol); 0.98% of 190,000 active; AID 463193, 2010;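 active = percentage of spot-positive cells more than 3 SD above its plate mean, without a fluorescence outlier flag or 80% toxicity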;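 note: spot-positive cell cutoff set from DMSO-treated cells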
Ins promoter up = insulin promoter activators in MIN6 cells, imaging, high-content screening, mouse beta cells | MIN6 insulin promoter-GFP reporter; hits give high values | z-score at 5 µM | 0.3% of 190,000 active;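 active = z-score above 3 at 5 µM with at least 500 cells counted in the well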
MT stabilizer = microtubule stabilizers in HeLa cells, primary screen, imaging, high-content imaging | 0.83% of 200,000 active | % tubulin-high responders, % at 10 µM | AID 2205, 2009 | HeLa tubulin immunostaining HCS, 24 h; share of cells brighter than vehicle mean+2SD;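 active = plate Z-score above 3 for both tubulin-high and condensed-nucleus cell shares, with cell loss under 80%, at 10 µM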;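 note: anti alpha tubulin signal scored within the nucleus-defined area of each cell; some results filed as inactive read as strong as hits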
T cell modulator = modulators of CD8 T cell-vesicle binding, primary screen, mouse 2C CD8+ T cells, flow cytometry; 0.068% of 330,000 active; calls only at 7 µM; AID 2052, 2009; 2C CD8+ T cell-vesicle binding; hits give low values;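 active = response, share of CD8 T cells binding vesicles, and their 90th percentile fluorescence all below set limits, cut at about 80% in these data, passing the limit was not always enough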
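Benchmarks: naked versus QL9-loaded vesicles / Assay system: purified 2C TCR transgenic mouse naive CD8+ T cells / Technique: high-throughput flow cytometry with anti-B7-1 and anti-CD8 staining / Timing: Cell–vesicle co-incubation 1.5 h at 37 °C, staining 20 min on ice / Read-out: percent CD8+ FL2 mean versus row control / Probe or stimulus: QL9-loaded Drosophila micro-vesicles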
b-catenin transl = modulators of beta-catenin nuclear translocation, primary screen, imaging, HeLa cells, immunofluorescence, high-content. 0.3% of 190,000 active. nuclear translocation activity, % at 5 µM;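 active = nuclear translocation activity above 50% at 5 µM, with a well cell count of 50 or more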;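 note: per-cell ratio of nuclear to cytoplasmic median beta-catenin stain intensity; plate controls were DMSO negative control for no effect and GSK-3 inhibitor IX positive control for full effect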
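System: HeLa cells, endogenous beta-catenin; compound dosing: 5 µM primary single dose, 0.1% DMSO, 0.02–20 µM confirmation series; incubation: 24 h compound exposure at 37°C, 5% CO2; signal: beta-catenin immunofluorescence imaging with DAPI; evaluation: % activation, nuclear-to-cytoplasmic median beta-catenin signal ratio per cell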
Hep lipid drop = inhibitors of hepatocyte lipid droplet formation, primary screen, imaging, high-throughput imaging, BODIPY stain. AID 1656, 2009. 0.4% of 240,000 active. AML12 mouse hepatocytes, oleate lipid droplets. inhibition, % at 6.5 µM;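 active = lipid droplet intensity inhibited by at least 50%, with more than 500 cells counted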
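Technique: fluorescence imaging, 20x objective, two fields per well / Assay system: AML12 hepatocytes (mouse) / Measure: % inhibition of lipid droplet signal / Doses: 6.5 µM single-point dosing / Incubation: overnight exposure / Reagent: 100 µM oleic acid challenge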
Dynein transport = inhibitors of GR-EGFP nuclear translocation, primary screen, dynein cargo transport inhibitor project, imaging, high-content, 3617.4 mouse cells; test concentration mostly 20 µM; stimulated with dexamethasone, 1 µM; hits give low values; z-score, hits read low; AID 1381, 2008; 0.47% of 220,000 active;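 active = plate z-score of nuclear minus cytoplasmic receptor signal below a set negative limit, without overly bright fluorescence or cell loss, cut at about -3.5 in these data, passing the limit was not always enough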;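 note: z-score of nuclear minus cytoplasmic ring GR-EGFP intensity difference per well; some compounds called inactive have numbers as strong as hits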
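Buffer or medium – tet-free medium with charcoal-stripped serum · Signal – automated 10x imaging of fixed Hoechst-stained cells · Also added – dexamethasone agonist, 1.0 µM final, for 30 min · Incubation – induction 48 h, compound 1 h, agonist 30 min · Read-out – GR-EGFP nuclear translocation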
Dynein transport cytoplasmic EGFP = second read-out of Dynein transport, no call of its own (marks repeat the call); z-score; measured here: cytoplasmic GR-EGFP intensity; hits give high values
Dynein transport nuclear GR-EGFP = also measured in Dynein transport; calls as there; z-score; measured here: nuclear GR-EGFP intensity;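 lower value marks the stronger effect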
Dynein transport cell count = second read-out of Dynein transport, no call of its own (marks repeat the call); z-score; measured here: cell count per field
Ins promoter up cell count = second read-out of Ins promoter up, no call of its own (marks repeat the call); cell count; measured here: cytotoxicity, nuclei count;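 total cells summed across four imaged fields per well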
Hep lipid drop cells 6.5 µM = recorded beside Hep lipid drop, whose call it bears; cell count; measured here: cell count, cytotoxicity flag;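 cells counted across two imaged fields per well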
b-catenin transl cell count 5 µM = also measured in b-catenin transl; calls as there; cell count; measured here: cell count, cytotoxicity flag
T cell modulator vesicle-bound % = also measured in T cell modulator; calls as there; double positive events, %; measured here: CD8+ vesicle-bound cell fraction;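 binding gate set so that unloaded-vesicle control wells show 10% double positive cells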
MT stabilizer Hoechst-high % = further read-out of MT stabilizer, marked with its call; % Hoechst-high responders; measured here: nuclear condensation Hoechst responders;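 share of cells brighter than vehicle mean plus two SD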
MT stabilizer cytotoxicity % = further read-out of MT stabilizer, marked with its call; toxicity, %; measured here: cytotoxicity by cell density;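 0% = mean cell density of plate MIN control wells and 100% = no cells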
Autophagy HCS cell loss 18 h = second read-out of Autophagy HCS, no call of its own (marks repeat the call); toxicity, %; measured here: cell loss, nuclei count;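 cell loss after 18 h compound exposure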
Numbers without * were called inactive; i = inactive; · = no result given.

SMILES	ER stress rescue	PhoP inhibition	Autophagy HCS	Autophagy HCS cell loss 18 h	Ins promoter up	Ins promoter up cell count	MT stabilizer	MT stabilizer Hoechst-high %	MT stabilizer cytotoxicity %	T cell modulator	T cell modulator vesicle-bound %	b-catenin transl	b-catenin transl cell count 5 µM	Hep lipid drop	Hep lipid drop cells 6.5 µM	Dynein transport	Dynein transport cytoplasmic EGFP	Dynein transport nuclear GR-EGFP	Dynein transport cell count
NC(=O)SCC(=O)Nc1cccc(Cl)c1	-3.4%	-9%	i	-4	2	1082	2.9	1.9	5.6	i	39	·	·	21	766	-0.54	-0.21	-0.23	-0.15
O=C(c1ccncc1)N1CCN(C2CCCCC2)CC1	-0.1%	2%	i	34	·	·	1.2	1.3	4.5	i	55	-1.5	939	-7	740	-0.058	-0.25	0.077	0.53
COc1cc2c(cc1OC)CN(Cc1cccs1)CC2	·	14%	i	8	0.1	1209	3.6	2.5	14	i	8	0.0	1014	20	677	2.1	-0.16	1.4	-0.61
CC(=O)Nc1ccc2[nH]c(C)cc(=O)c2c1	0.5%	-1%	i	8	-0.28	1022	1.5	2.0	6.7	i	57	·	·	-6	801	0.43	-0.2	0.45	0.38
COc1cccc(C(C#N)N2CCCCC2)c1O (stereo unspecified)	1.1%	-11%	i	-2	-0.89	1202	1.7	2.3	10	i	57	·	·	16	742	-0.65	-0.18	-0.13	-0.2
CCc1c(C)[nH]c2c(C)cccc2c1=O	-0.8%	7%	i	4	-0.01	981	1.7	1.1	5.5	i	58	·	·	-10	805	0.68	-0.12	0.6	-0.2
Cc1cc(C(=O)Nc2sc3c(c2C#N)CCC(C(C)(C)C)C3)no1 (stereo unspecified)	-1.3%	-2%	i	9	1.9	1069	38	7.1	55	i	39	·	·	22	773	-0.037	-0.2	0.38	-0.24
CC(C)c1nc(SCC(=O)NC(=O)NC(C)(C)C)n[nH]1	·	-3%	·	·	-0.03	976	·	·	·	i	58	-0.7	1335	0	692	0.11	-0.18	0.99	-0.6
Cc1ccc(-c2ccc(/C=N/n3cnnc3)o2)cc1	·	0%	·	·	0.89	1541	·	·	·	i	44	3.8	882	-9	748	-0.27	-0.26	-0.45	1
O=C(CSc1nnnn1C1CCCCC1)NCCc1ccccc1	-3.9%	2%	i	2	2.2	943	0.5	1.4	10	i	18	-0.7	752	·	·	-1.1	-0.16	-0.53	0.54
CC1CCc2c(c3ccccc3[nH]c2=O)O1 (stereo unspecified)	1.0%	16%	i	-8	-0.16	740	2.0	1.5	1.1	i	46	·	·	-3	781	-0.017	-0.18	0.44	-2.3
O=C(NNC(=S)Nc1ccc(F)cc1)c1ccccc1OC(F)F	-1.6%	-8%	i	-3	0.86	1045	1.7	1.3	8.5	i	7	0.0	1149	-9	715	-0.22	-0.21	0.26	0.94

Random excerpt: 2 compounds from above, in no set order.
SMILES	ER stress rescue	PhoP inhibition	Autophagy HCS	Autophagy HCS cell loss 18 h	Ins promoter up	Ins promoter up cell count	MT stabilizer	MT stabilizer Hoechst-high %	MT stabilizer cytotoxicity %	T cell modulator	T cell modulator vesicle-bound %	b-catenin transl	b-catenin transl cell count 5 µM	Hep lipid drop	Hep lipid drop cells 6.5 µM	Dynein transport	Dynein transport cytoplasmic EGFP	Dynein transport nuclear GR-EGFP	Dynein transport cell count
CC(=O)Nc1ccc2[nH]c(C)cc(=O)c2c1	0.5%	-1%	i	8	-0.28	1022	1.5	2.0	6.7	i	57	·	·	-6	801	0.43	-0.2	0.45	0.38
O=C(CSc1nnnn1C1CCCCC1)NCCc1ccccc1	-3.9%	2%	i	2	2.2	943	0.5	1.4	10	i	18	-0.7	752	·	·	-1.1	-0.16	-0.53	0.54

Other results follow.
SMILES	ER stress rescue	PhoP inhibition	Autophagy HCS	Autophagy HCS cell loss 18 h	Ins promoter up	Ins promoter up cell count	MT stabilizer	MT stabilizer Hoechst-high %	MT stabilizer cytotoxicity %	T cell modulator	T cell modulator vesicle-bound %	b-catenin transl	b-catenin transl cell count 5 µM	Hep lipid drop	Hep lipid drop cells 6.5 µM	Dynein transport	Dynein transport cytoplasmic EGFP	Dynein transport nuclear GR-EGFP	Dynein transport cell count
N#C/C(=C(O)\C=C\c1ccccc1)c1nc2ccccc2[nH]1	·	-8%	·	·	0.62	1127	·	·	·	i	35	1.1	1363	-13	689	0.1	-0.25	0.49	-0.36
COC(=O)Cc1c(C)nc2nc(NCc3ccc(Cl)cc3)[nH]n2c1=O	-1.1%	32%	i	12	0.29	1769	3.1	2.0	7.1	i	20	3.5	937	24	696	-0.72	-0.2	-0.21	0.62
COc1cccc(NC2=NC3(CCCCC3)N=C(N)N2)c1	-2.4%	-3%	i	0	1.6	1282	2.9	1.3	7.2	i	39	-0.1	1122	6	779	-1	-0.26	-0.53	0.81
O=c1cc(N2CCN(Cc3ccccc3)CC2)[nH]c(=O)n1-c1cccc(C(F)(F)F)c1	-0.1%	-6%	i	34	0.22	1097	3.6	2.0	5.2	i	25	-0.6	1213	12	709	-0.8	-0.24	-0.18	0.98
C/C(=N/NC(=O)c1ccccc1O)c1ccc(N2C(=O)C3CCCCC3C2=O)cc1 (stereo unspecified)	-1.1%	-8%	i	3	0.28	1705	3.7	1.4	4.0	i	63	1.7	1163	·	·	3.4	0.16	1	-1.3
O=C(CSc1nc2[nH]ncc2c(=O)[nH]1)NCc1ccc(F)cc1	-1.6%	2%	i	-11	0.64	1330	2.9	1.7	6.0	i	8	-1.4	904	-7	307	-0.58	-0.041	-0.52	0.74
O=C(Cn1cc(C(F)(F)F)ccc1=O)NCCc1ccc(Cl)cc1Cl	3.8%	17%	i	13	0.79	1436	3.0	2.3	3.3	i	34	-1.1	1043	-1	713	2	-0.1	0.8	-2.1
CN1CCc2ccccc2CC1=O	6.5%	9%	i	-9	-0.05	1401	1.9	3.2	1.0	i	15	·	·	0	729	-0.9	-0.24	-0.76	0.58
COc1ccccc1NCCC(=O)OCC(=O)Nc1ccc(Cl)cn1	·	-7%	i	-6	0.4	1199	4.8	2.8	7.8	i	52	-5.7	959	·	·	-0.84	-0.3	0.36	0.7
CCOC(=O)c1c(C)[nH]c(C(=O)CSc2ccc(Cl)cc2)c1C	0.0%	-9%	i	-7	0.46	893	2.2	1.1	8.8	i	54	3.2	1117	-26	771	-1.1	-0.015	-0.35	1.1
Cc1cc2nc(C3CCCN(C(=S)Nc4ccccc4C)C3)[nH]c2cc1C (stereo unspecified)	3.3%	-11%	i	0	0.12	1605	1.4	0.9	8.4	i	26	-1.0	1316	·	·	-0.0088	-0.15	-0.013	0.38
CC(C)Sc1nc(C(F)(F)F)cc(=O)n1-c1ccccc1	1.1%	-1%	i	5	·	·	1.1	1.9	11	i	30	·	·	·	·	0.3	-0.097	-0.088	0.16
O=C(Nc1ccc(Br)cc1)c1ccc(N2C(=O)C3CC=C(Cl)CC3C2=O)cc1 (stereo unspecified)	2.4%	24%	i	-11	-0.45	933	2.0	1.7	4.2	i	41	-4.4	1240	6	746	0.072	-0.15	-0.07	0.12
O=C(O)c1cc(-c2cccs2)nn1-c1ccccc1	0.3%	4%	i	-6	0.07	1291	3.3	1.9	7.3	i	27	5.1	914	3	684	-0.15	-0.31	0.36	0.05
CC(=O)Nc1ccc(C(=O)CSc2nnc(Cn3nnc4ccccc43)n2C)cc1	0.5%	2%	i	0	0.04	1184	6.0	2.3	7.9	i	16	-4.3	960	·	·	-0.13	-0.097	0.39	-1.4
CCCc1cc(=O)[nH]c(SCC(=O)c2ccc3c(c2)NC(=O)CO3)n1	·	-4%	·	·	1.2	1137	·	·	·	i	21	-1.4	1364	-5	723	1.3	-0.14	0.5	-1.5
Cc1cc(C)nc(NS(=O)(=O)c2ccc(N/C=C/C(=O)c3ccc(Cl)cc3)cc2)n1	-1.5%	-38%	i	11	0	1468	1.9	1.5	0.3	i	52	2.2	1077	6	486	0.14	-0.15	0.4	-1.4

Quoted from the listing.
`O=C(CSc1nnnn1C1CCCCC1)NCCc1ccccc1` | Dynein transport nuclear GR-EGFP: -0.53
`NC(=O)SCC(=O)Nc1cccc(Cl)c1` | Hep lipid drop cells 6.5 µM: 766

Screens (PubChem)

Not a hit list. About 3% of those tested had a hit in this group.
